Screening results as filed in PubChem BioAssay.
EP2 modulator: modulators of human EP2 prostaglandin E2 receptor | 260,000 tested, 0.83% active | P43116 | EP2-expressing cells, cAMP HTRF FRET, PGE2 co-stimulation | induction, % at 25 µM;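 active = compounds whose cAMP rise, as percent of the full-agonist control response, exceeds 60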;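 also: rat C6 glioma line stably carrying human EP2 under a CMV promoter; the protocol text gives 20 µM as final concentration; 100% = response of wells given 1 µM PGE2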
NPY2 pot ag: potentiators or agonists of human neuropeptide Y receptor Y2. activation, % at 3.6 µM. cells expressing NPY-Y2, potentiator/agonist read-out. AID 1359. 220,000 tested, 0.45% active; in the data active = activation above about 27%;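 also: cells stimulated with NPY near EC25 plus isoproterenol at EC100; 0% = vehicle plus submaximal agonist and 100% = vehicle plus saturating agonist; some results beyond the cut were filed as inactive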
S1P4 antagonist: human S1P4 receptor antagonism; O95977; S1P4-expressing cells, antagonist mode, reporter read-out; inhibition, % at 4.98 µM; 220,000 tested, 0.26% active; in the data active = inhibition above about 29%;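 also: 0% = wells stimulated with agonist and 100% = vehicle wells without agonist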
Target sequence (O95977 whole entry, looked up): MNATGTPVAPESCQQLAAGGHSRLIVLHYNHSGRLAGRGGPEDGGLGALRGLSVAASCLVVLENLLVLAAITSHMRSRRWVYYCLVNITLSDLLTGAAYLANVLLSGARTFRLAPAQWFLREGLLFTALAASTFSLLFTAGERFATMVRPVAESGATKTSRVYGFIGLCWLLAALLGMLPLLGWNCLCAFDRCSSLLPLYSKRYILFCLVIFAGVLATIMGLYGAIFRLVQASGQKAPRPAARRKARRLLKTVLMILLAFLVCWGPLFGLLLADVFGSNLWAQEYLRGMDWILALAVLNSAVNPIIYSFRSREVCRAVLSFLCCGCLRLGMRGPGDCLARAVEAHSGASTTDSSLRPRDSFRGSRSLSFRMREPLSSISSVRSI
NPY Y1 blocker: blocks the human neuropeptide Y Y1 receptor; HEK293-CNG Y1 cells, membrane potential fluorescence; NPY at EC95, then isoproterenol; 200,000 tested, 1% active; P25929; inhibition, % at 3.6 µM; AID 1040;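 active = inhibition above the campaign mean inhibition of all tested compounds plus 3 SD, cut at about 20% in these data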;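 also: 0% = DMSO wells given NPY plus isoproterenol and 100% = isoproterenol alone without NPY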
Target sequence (P25929 whole entry, looked up): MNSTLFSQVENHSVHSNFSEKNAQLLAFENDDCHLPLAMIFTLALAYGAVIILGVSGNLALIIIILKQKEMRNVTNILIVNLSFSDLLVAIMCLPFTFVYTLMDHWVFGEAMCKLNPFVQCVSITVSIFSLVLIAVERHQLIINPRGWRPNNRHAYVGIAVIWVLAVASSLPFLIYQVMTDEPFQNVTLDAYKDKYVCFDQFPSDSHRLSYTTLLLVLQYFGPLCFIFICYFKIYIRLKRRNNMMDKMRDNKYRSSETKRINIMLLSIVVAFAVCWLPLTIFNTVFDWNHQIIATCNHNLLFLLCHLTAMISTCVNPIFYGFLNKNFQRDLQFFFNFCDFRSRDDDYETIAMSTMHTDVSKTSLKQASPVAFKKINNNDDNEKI
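Material: Y1- and CNG-channel-expressing HEK293 cells / Probe or stimulus: NPY 25 nM then isoproterenol 1 µM plus Ro 20-1724 25 µM / Doses: 3.6 µM single dose, DMSO 0.4% / Schedule: compound incubation 1 h at room temperature, readout 45 min post-stimulation / Signal: membrane potential fluorescence / Benchmarks: isoproterenol-only wells as full block versus NPY-plus-isoproterenol wells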
eIF4E 4G PPI: eIF4E/eIF4G interaction inhibition in translation initiation; P63073+Q04637; TR-FRET eIF4E-eIF4GI(517-606) binding, 2 h; inhibition, % at 21.7 µM; 220,000 tested, 0.37% active; AID 782;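 active = inhibition above about 30%, limit read from the data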;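 also: 0% = full FRET control wells and 100% = background wells lacking eIF4GI fragment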
PGE2 EP2 inh: EP2 receptor (human) inhibition; 260,000 tested, 0.52% active; C6 glioma cells expressing human EP2, cAMP TR-FRET; cells stimulated with saturating PGE2; P43116; inhibition, % at 25 µM;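 active = percent inhibition above 40 after rounding to a whole number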;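 also: rat C6 glioma host cells with rolipram phosphodiesterase inhibitor present; the protocol text gives 20 µM as final concentration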
NPY-Y1 PAM-ag: potentiators or agonists of human neuropeptide Y receptor Y1 | P25929 | NPY-Y1 expressing cells, potentiator/agonist activation | activation, % at 3.6 µM | 220,000 tested, 0.37% active; in the data active = activation above about 33%, passing the limit was not always enough;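 also: cells stimulated with NPY at EC10 then isoproterenol at EC100; 0% = low agonist plus stimulus and 100% = saturating agonist plus stimulus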
S1P4 ag: human S1P4 receptor agonism; O95977; 220,000 tested, 0.35% active; AID 1509; S1P4-expressing cell line, agonist reporter assay; activation, % at 4.98 µM; in the data active = activation above about 11%;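 also: 0% = DMSO vehicle and 100% = reference agonist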
p97 ATPase inh: inhibitors of human p97 ATPase. P55072. recombinant p97 ATPase, Kinase-Glo ATP luminescence, 3 h. inhibition, % at 8 µM. 220,000 tested, 0.42% active. AID 1481; in the data active = inhibition above about 15%;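 also: 0% = DMSO vehicle and 100% = wells lacking enzyme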
Active calls of the source: *; / = not tested or not shown; [ ] = dose if it differs, or a comment. Some of the compounds tested; the hit share may differ from the screen's.

compound	EP2 modulator	NPY2 pot ag	S1P4 antagonist	NPY Y1 blocker	eIF4E 4G PPI	PGE2 EP2 inh	NPY-Y1 PAM-ag	S1P4 ag	p97 ATPase inh
Cc1ccc(C2=[N+]([O-])C(C)(C)N(O)C2(C)C)cc1	12	2	-12	1	1	4	12	-1.5	6
CCO[C@@H]1OC(C(=O)NCc2nc3ccccc3[nH]2)=C[C@H](c2ccc(C(F)(F)F)cc2)[C@H]1CCCO	-17	-4	-2	-1	-1	13	-3	0.3	2
Cc1nn(Cc2ccccc2)c(Cl)c1C(=O)OCc1nnc(-c2ccccc2)o1	31	-12	2	12	-3	14	-15	0.8	-5
C=CCNC(=O)c1onc(CSc2cc(C)ccc2C)c1C(=O)O	17	-29	-11	2	0	10	-22	-0.4	-2
Cc1nc(-c2ccccc2)sc1-c1ccnn1C	-32	-5	-8	-1	2	8	1	0.3	-1
O=C(NCC1CCCCC1)c1cccc(S(=O)(=O)NCc2cccnc2)c1	-9	15	-7	-3	0	7	8	0.9	4
CC1(C)OC(C)(C)/C(=C/Nc2ccccc2)C1=O	28	5	-2	4	0	7	-16	1.3	3
CCOc1ncccc1C(=O)OCC(=O)NCCc1ccc(OC)cc1	8	1	-19	7	-8	9	1	0.0	4
CC(C)C(C(=O)NCc1ccco1)N(CC1CCCO1)C(=O)CNS(=O)(=O)c1ccccc1 (stereo not given)	21	-15	-19	0	4	0	8	-0.6	3
CCOC(=O)c1c(C)nc(-c2ccccc2)nc1N	-13	14	-16	-3	7	4	5	-0.5	1
CN(C)C(=O)C(=O)c1c(-c2ccccc2)cc2ccccn12	2	-10	2	1	-1	7	-5	-2.4	2
CCC(C)NC(=O)c1c(-c2cc(Cl)c(OC)c(Cl)c2)noc1C (stereo not given)	30	-3	-4	4	3	2	-16	1.7	-1
CN(CC(=O)N1CCN(c2cccc(Cl)c2)CC1)S(=O)(=O)c1cnc[nH]1	0	-10	-15	1	-3	9	-8	1.1	-2
COc1ccc(Br)cc1CN(C)CC(=O)Nc1c(Cl)cccc1Cl	39	8	-6	11	-3	5	-10	0.5	-7
CCOc1ccccc1-c1nc(CN2CCCC2c2nccs2)c(C)o1 (stereo not given)	16	0	-4	7	0	10	-10	1.0	0
COCC(C)NC(=O)c1cccc(Cl)c1 (stereo not given)	15	15	8	1	3	19	-18	-0.6	3
COc1cc(NC(=O)c2cc(-c3cccc(O)c3)on2)cc(OC)c1OC	-12	7	-8	2	3	17	-25	3.9	1
COc1ccc(C(=O)c2c[nH]c(C(=O)NCC3CCCO3)c2)cc1 (stereo not given)	-19	4	3	0	1	12	-2	0.3	2
CC(=O)Nc1nnc(Cc2c[nH]c3ccccc23)s1	4	4	-8	-4	3	5	11	0.5	7
COc1ccc(/C=C2\SC(=O)N(CCNC(=O)C3CCN(S(=O)(=O)c4cccs4)CC3)C2=O)cc1	-51	-12	11	-1	2	6	-4	-0.7	2
O=C(COc1ccc(Cl)cc1)NCc1ccncc1	-7	4	6	0	-2	6	17	-0.3	6
Cc1ccc(NC(=O)CCC(=O)NNC(=O)Cc2ccccc2)cc1C	-7	-10	-21	4	-1	16	1	-0.3	1
Cc1ccccc1NC(=O)Cc1cccc(C(F)(F)F)c1	17	-22	1	4	0	2	4	2.3	3
Cc1ccc(C(=O)CSc2nnc(-c3ccco3)n2CC2CCCO2)cc1 (stereo not given)	16	-17	-11	5	-8	31	6	4.2	-3
CSC1=C(C#N)C(=O)NC(c2ccccc2O)S1 (stereo not given)	-32	2	-1	/	-4	11	16	-0.8	11
Cc1ccc(C(=O)c2c(C)oc3c2C(=O)C(=O)c2ccccc2-3)cc1	-48	-3	8	20	3[fluorescence artefact?]	55*	-9	0.4	22*
CC(C)(C)NC(=O)C(c1ccco1)N(C(=O)Cn1nnc(-c2ccc(F)cc2)n1)c1ccccc1F (stereo not given)	46	-11	-38	-6	4	6	5	1.7	1
Cc1ccc(-n2cccc2/C=C2/NC(=O)N(CC(=O)Nc3cccc(C)c3)C2=O)cc1	-9	6	-10	-1	18	5	-5	1.1	5
O=C(O)C1CN(c2ncccc2[N+](=O)[O-])C1	7	-9	-11	6	0	3	-9	-1.2	2
O=[N+]([O-])c1ccc(O)c(-c2nc(-c3ccccc3)c(-c3cccs3)[nH]2)c1	29	10	1	-6	-3	10	0	-2.4	-7
COc1ccc(N(CC(=O)NCCc2ccc(Cl)cc2)S(=O)(=O)c2c(C)[nH]c(=O)[nH]c2=O)cc1	-9	7	-36	1	-1	6	0	-1.9	2
CCOC(=O)C1=C(C)OC(N)=C(C#N)C1c1ccoc1 (stereo not given)	13	-4	-5	2	3[fluorescence artefact?]	4	-6	1.0	-6
O=C(O)c1cc(C(F)(F)F)nc2ccccc12	22	-15	-4	-9	-2[fluorescence artefact?]	7	-8	0.2	3
COCCNc1nnc(SCC(=O)N2CCN(S(=O)(=O)c3ccccc3)CC2)s1	-16	-2	3	-3	-3	7	-8	-3.5	3
O=C(CSc1nnc2ccc3ccccc3n12)N1CCOCC1	14	-2	-10	1	15	6	7	0.7	2
COCC(=O)N1CCCC(C(=O)c2ccc(-c3ccccc3)c(F)c2)C1 (stereo not given)	-25	-30	0	0	-1	1	-19	-0.7	-2
Cc1nn(C)c(Cl)c1S(=O)(=O)N1CCC(CO)(CCc2ccccc2)CC1	-41	-4	-2	15	3	9	8	2.5	1
COc1ccc(C2(CNC(=O)c3ccc(OC)c([N+](=O)[O-])c3)CCCCC2)cc1OC	-11	-9	-10	1	9[fluorescence artefact?]	6	20	-1.0	2
COc1cc(/C=C(\C#N)C(=O)NCC2CCCO2)ccc1OCCC(C)C (stereo not given)	-36	-37	1	/	2	3	-16	-1.1	-5
N#C/C(=C(/O)COC(=O)COc1ccc(Cl)cc1)c1nc2ccccc2[nH]1	-4	-4	-12	3	0	7	-12	1.0	-1
CC(=O)Nc1ccc(S(=O)(=O)N2CCN(c3cc(C)nc4ncnn34)CC2)cc1	-1	4	3	3	-6	2	3	1.4	2
O=C(Nc1ccccc1F)N(CCCN1CCOCC1)Cc1cc2cc3c(cc2[nH]c1=O)OCCO3	-58	14	-20	-2	12	6	-25	1.4	-3
COc1cccc(CNc2nc3nc(C)cc(C)n3n2)c1	-24	11	8	2	11	10	5	-0.2	2
Nc1sc2c([n+]1CCCS(=O)(=O)[O-])CCCC2	14	7	-14	1	-1	9	-1	0.8	2
CCOC(=O)c1sc2nc(C)nc(SCC(N)=O)c2c1C	9	-1	-9	-4	1[fluorescence artefact?]	9	-14	0.3	-2
CCc1ccccc1NC(=S)N1N=CCC1c1ccccc1 (stereo not given)	23	8	8	-5	-1	8	7	1.1	1
O=C(NC(=S)Nc1cccc2ncccc12)c1ccccc1	-29	-6	5	2	0	5	-8	0.4	3
NC(=O)C[C@@H]1N[C@]2(C(=O)Nc3ccccc32)[C@@H]2C(=O)N(c3cc(C(F)(F)F)ccc3Cl)C(=O)[C@H]12	-6	-14	-14	1	2	9	2	0.0	6
CCC(=O)N1CCN(c2ccc(NC(=S)NC(=O)C(C)C)cc2)CC1	-32	2	-4	5	1	3	2	1.1	2
CCOC(=O)N1CCN(C(=O)CCCCCn2c(=S)[nH]c3ccsc3c2=O)CC1	5	-1	10	6	2	6	-8	2.2	8
C=CC[N+](C)(C)CCN1C(=O)C2C(c3ccccc3)C=CC(c3ccccc3)C2C1=O (stereo not given)	-6	15	-2	-4	-2	7	-16	-2.2	4
COc1ccc(Cl)cc1NC(=S)N1CCC(c2ccc(C)cc2)C1 (stereo not given)	13	-14	-6	13	-3	4	-9	-2.3	-2
CCn1c(=O)c(C(=O)CN2CCN(S(=O)(=O)c3cc(C)ccc3C)CC2)c(N)n(Cc2ccccc2)c1=O	-4	-2	-12	0	-12	2	-8	0.8	-4
CCOC(=O)CSc1nccc(N(C)C)c1C#N	18	-3	6	-1	1	11	-2	1.5	-4
Nc1c(Cl)ncnc1N1CCCC1	-6	-13	-2	-1	-2	12	-9	1.7	-2
COCCCNC(=O)Cn1cc(C(C)=O)c2ccccc21	11	14	-13	-6	-7[fluorescence artefact?]	5	-5	-0.5	7
Cc1c(NC(=O)c2cc(-c3cccs3)nc3ccccc23)c(=O)n(-c2ccccc2)n1C	-5	-17	1	-1	6	15	-5	-0.9	1
CCC(=O)N1CCc2cc(S(=O)(=O)NC(Cc3ccccc3)C(=O)Nc3nccs3)ccc21 (stereo not given)	6	-7	2	-2	-3	5	-17	3.2	-3
COC(=O)c1c(NC(=O)COC(=O)CCS(=O)(=O)c2ccc(C)cc2)sc(C)c1C	29	-8	-3	4	-8	9	-18	-0.7	-8

By substructure: those above with fluorine (7)
compound	EP2 modulator	NPY2 pot ag	S1P4 antagonist	NPY Y1 blocker	eIF4E 4G PPI	PGE2 EP2 inh	NPY-Y1 PAM-ag	S1P4 ag	p97 ATPase inh
CCO[C@@H]1OC(C(=O)NCc2nc3ccccc3[nH]2)=C[C@H](c2ccc(C(F)(F)F)cc2)[C@H]1CCCO	-17	-4	-2	-1	-1	13	-3	0.3	2
Cc1ccccc1NC(=O)Cc1cccc(C(F)(F)F)c1	17	-22	1	4	0	2	4	2.3	3
CC(C)(C)NC(=O)C(c1ccco1)N(C(=O)Cn1nnc(-c2ccc(F)cc2)n1)c1ccccc1F (stereo not given)	46	-11	-38	-6	4	6	5	1.7	1
O=C(O)c1cc(C(F)(F)F)nc2ccccc12	22	-15	-4	-9	-2[fluorescence artefact?]	7	-8	0.2	3
COCC(=O)N1CCCC(C(=O)c2ccc(-c3ccccc3)c(F)c2)C1 (stereo not given)	-25	-30	0	0	-1	1	-19	-0.7	-2
O=C(Nc1ccccc1F)N(CCCN1CCOCC1)Cc1cc2cc3c(cc2[nH]c1=O)OCCO3	-58	14	-20	-2	12	6	-25	1.4	-3
NC(=O)C[C@@H]1N[C@]2(C(=O)Nc3ccccc32)[C@@H]2C(=O)N(c3cc(C(F)(F)F)ccc3Cl)C(=O)[C@H]12	-6	-14	-14	1	2	9	2	0.0	6

3 entries out of the list above, sorted by the value under EP2 modulator, descending:
SMILES	EP2 modulator
O=[N+]([O-])c1ccc(O)c(-c2nc(-c3ccccc3)c(-c3cccs3)[nH]2)c1	29
CCOc1ccccc1-c1nc(CN2CCCC2c2nccs2)c(C)o1 (stereo not given)	16
COc1cc(/C=C(\C#N)C(=O)NCC2CCCO2)ccc1OCCC(C)C (stereo not given)	-36
